Screening data (PubChem BioAssay)
PLK1 PBD block = qHTS for Inhibitors of PLK1-PDB (polo-like kinase 1 - polo-box domain): Primary Screen | Serine/threonine-protein kinase PLK1 (Homo sapiens), P53350 | Plk1 PBD binding of FITC phosphopeptide, fluorescence polarization | Potency, µM, without a hit: max response, negative = inhibition, most hits filed as inhibitors | 360,000 compounds, 2.8% hits; note: potency is the fitted concentration of half-maximal effect; series mostly up to about 57 µM; % is set by controls: 0 for no effect and ±100 for the full control effect; nearly all actives have a fitted effect of over 65% in size
PTHR1 ag = qHTS for PTHR1 Agonists: Primary Screen. Parathyroid hormone/parathyroid hormone-related peptide receptor (Homo sapiens), Q03431. 410,000 compounds, 0.075% hits. HEK293 GP2 PTHR1 cells, GloSensor cAMP luminescence, 1 h. AID 743266, 2014. Potency, µM (doses to about 115 µM), without a hit: top-dose activation, actives largely listed as activators; note: potency is the fitted concentration of half-maximal effect; nearly all actives have a fitted effect of over 55% in size; some results filed as inactive show a strong effect at the top dose; inactives centre near -15; many of its hits are not listed in these tables
Target sequence (Q03431 whole entry, looked up): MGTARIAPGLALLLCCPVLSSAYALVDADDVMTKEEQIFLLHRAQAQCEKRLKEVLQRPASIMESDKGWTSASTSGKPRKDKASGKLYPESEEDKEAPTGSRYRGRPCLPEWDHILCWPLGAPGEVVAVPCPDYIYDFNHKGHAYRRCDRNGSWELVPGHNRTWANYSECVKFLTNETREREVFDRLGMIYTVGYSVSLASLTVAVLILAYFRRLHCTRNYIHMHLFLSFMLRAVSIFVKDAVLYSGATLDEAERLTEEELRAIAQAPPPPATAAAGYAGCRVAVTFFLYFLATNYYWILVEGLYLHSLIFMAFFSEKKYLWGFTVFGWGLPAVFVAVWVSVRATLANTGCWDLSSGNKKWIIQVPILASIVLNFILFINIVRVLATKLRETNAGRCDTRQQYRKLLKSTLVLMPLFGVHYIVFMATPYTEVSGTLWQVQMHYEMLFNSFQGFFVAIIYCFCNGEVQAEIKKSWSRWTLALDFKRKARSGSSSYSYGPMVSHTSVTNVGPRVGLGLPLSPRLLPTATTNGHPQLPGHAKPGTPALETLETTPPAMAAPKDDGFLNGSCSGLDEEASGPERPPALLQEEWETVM
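HEK-293-derived GP2 cells expressing PTHR1 and a GloSensor cAMP reporter, 3,000/well, plated overnight, given luciferin plus IBMX (each 0.5 mM as added) for 1 h at 37 °C, then compound for 1 h at 37 °C. Luminescence was read after 15 min at room temperature.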
IL2 activator = qHTS of IL-2 Activators; IL-2 activation reporter assay, cell-based qHTS; stimulated with anti-CD3/CD4/CD28 beads; in transgenic mouse T cells; 360,000 compounds, 0.065% hits; activation, % (series mostly up to about 46 µM); in the data active = activation above about 50%; inconclusive = mostly about 30% to 49%; note: 0% is about no effect
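Unstimulated transgenic mouse T cells preincubated 60 min with compound, then stimulated with anti-CD3/anti-CD4-coated beads plus anti-CD28 for 18 h at 37 degrees C. IL-2 response read as EGFP and DsRed fluorescence by plate cytometry.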
HEK293 tox = qHTS of GLP-1 Receptor Inverse Agonists: Cytotox Screen; AID 624418, 2012; 410,000 compounds, 0.13% hits; HEK293 cAMP-luciferase reporter cells, luminescence, 24 h; Potency, µM (series often up to 38.3 µM), for the others: at the top dose activity change, negative = inhibition, usual class: inhibitors;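 note: loss of luciferase light is scored as toxicity; potency is the fitted concentration of half-maximal effect; % is set by controls: 0 for no effect and ±100 for the full control effect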
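Seeding density was 200 cells/uL; after overnight-length (12 h) culture, 23 nL compounds went on for 24 h at 37 °C. Readout used a luciferase detection reagent, luminescence taken after 12 min at room temperature.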
EPAC1 antag = qHTS for Antagonist of cAMP-regulated guanine nucleotide exchange factor 3 (EPAC1): primary screen | 360,000 compounds, 0.14% hits | AID 720709, 2013 | EPAC1 GEF assay, Rap1b-BODIPY-GDP exchange fluorescence | Potency, µM (titrated, usually from 115 µM), inactives show at the highest dose activity change, negative = inhibition, actives largely listed as inhibitors | Rap guanine nucleotide exchange factor 3 (Homo sapiens), O95398;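 note: potency is the fitted concentration of half-maximal effect; plate controls were vehicle for no effect and positive control for full effect; nearly all actives have a fitted effect of over 50% in size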
GLP1R inv ag = qHTS of GLP-1 Receptor Inverse Agonists (Inhibition Mode) | HEK293 GLP-1R CRE-luciferase, luminescence, 24 h; GLP-1R form is constitutively active | Potency, µM (doses to about 38.3 µM), inactives show top-dose activity change, negative = inhibition, hits mostly inhibitors | 410,000 compounds, 1.6% hits; note: potency is the fitted concentration of half-maximal effect; % is set by controls: 0 for no effect and ±100 for the full control effect; nearly all actives have a fitted effect of over 55% in size
Target sequence (P43220 whole entry, looked up): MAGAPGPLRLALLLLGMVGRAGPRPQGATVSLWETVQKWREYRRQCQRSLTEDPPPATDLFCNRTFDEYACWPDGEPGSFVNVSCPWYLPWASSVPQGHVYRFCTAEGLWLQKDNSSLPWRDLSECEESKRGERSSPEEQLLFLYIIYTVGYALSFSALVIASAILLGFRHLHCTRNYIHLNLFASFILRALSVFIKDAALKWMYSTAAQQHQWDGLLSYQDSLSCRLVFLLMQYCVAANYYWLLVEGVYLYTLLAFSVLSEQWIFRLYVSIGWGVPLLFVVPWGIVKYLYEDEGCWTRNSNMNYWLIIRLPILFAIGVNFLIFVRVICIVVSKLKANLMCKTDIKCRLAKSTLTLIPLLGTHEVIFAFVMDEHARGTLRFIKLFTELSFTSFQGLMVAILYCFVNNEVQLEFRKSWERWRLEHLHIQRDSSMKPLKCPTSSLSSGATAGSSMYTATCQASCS
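HEK293 cells stably co-expressing constitutively active GLP-1R and a cAMP-responsive luciferase reporter were seeded in DMEM with 10% Nu serum, given compounds after 12 h, and incubated 24 h at 37 deg C. Luminescence was then read.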
GLP1R ag = qHTS of GLP-1 Receptor Agonists; 380,000 compounds, 0.007% hits; AID 624172, 2012; HEK293 GLP-1R CRE-luciferase, luminescence, 4-6 h; cells express a hypersensitive GLP-1R form; Potency, µM (highest dose often 45.6 µM), inactives show at the highest dose activation, hits mostly activators; note: potency is the fitted concentration of half-maximal effect; % of control where 0% means no effect
EPAC1 ag = qHTS for Agonist of cAMP-regulated guanine nucleotide exchange factor 3 (EPAC1): primary screen; Rap guanine nucleotide exchange factor 3 (Homo sapiens), O95398; EPAC1 agonist qHTS, biochemical assay; response scale: 100% = response to 6.5 mM cAMP; Potency, µM (doses to about 154 µM), for inactives: at the top dose activation, hits mostly activators; 360,000 compounds, 0.073% hits; AID 720707, 2013; note: potency is the fitted concentration of half-maximal effect; nearly all actives have a fitted effect of over 60% in size
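Nucleotide exchange by EPAC1 (100 nM) on Rap1B–BODIPY-GDP (250 nM) in the presence of 50 uM GDP is tracked fluorescently at 480/540 nm over 30 min. Signals are normalized to a 6.5 mM cAMP control.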
PI5P4Ka inh = qHTS for Inhibitors of phosphatidylinositol 5-phosphate 4-kinase (PI5P4K); Phosphatidylinositol 5-phosphate 4-kinase type-2 alpha (Homo sapiens), P48426; PI5P4Kalpha enzyme, ADP-Glo luminescence, 60 min; stronger effect = lower value; max response, %; 330,000 compounds, 1.2% hits; AID 652105, 2013; active = max response of -50% or lower; inconclusive = between -30% and -50%; inactive = -30% or higher; note: value at the top dose of about 77 µM; % is set by controls: 0 for no effect and ±100 for the full control effect
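ADP-Glo luminescence end-point after a 60 min room-temperature kinase reaction. PI5P4Kalpha and substrate in HEPES pH 7.4 buffer with EGTA, 0.1% CHAPS and 5% DMSO; ATP at 5 microM final.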
Starred values were filed as active, the others as inactive; i = inactive; ? = inconclusive; . = no result given; [ ] = another dose, or the depositor's remark. Unless noted, calls come from the whole dose curve; as a rule, active = well fitted curve in the direction sought with a large enough effect; inconclusive = small, poorly fitted or top-dose-only effect, or another doubt; inactive = no such curve, though single readings can be large; an effect the other way counts as inactive or inconclusive.

cpd	smiles	PLK1 PBD block	PTHR1 ag	IL2 activator	HEK293 tox	EPAC1 antag	GLP1R inv ag	GLP1R ag	EPAC1 ag	PI5P4Ka inh
1	Cc1c(CC(=O)NCCCCCC(=O)O)c(=O)oc2c(C)c3oc4c(c3cc12)CCCC4	-12%	i	0.6	13%	9%	21%	-6%	-2%	7
2	COc1ccc(C2CC(c3cccs3)=NN2S(=O)(=O)c2ccc(C)cc2)cc1 (stereo not drawn)	2%	i	-1.8	-11%	4%	?	2%	3%	7
3	O=C(NC1CCCC1)C(=O)N(Cc1cccnc1)C(C(=O)NCC1CCCO1)c1ccco1 (stereo not drawn)	2%	19%	-0.3	6%	-9%	1%	-6%	-6%	7
4	COc1ccc(CCN(C)C(=O)c2ccc(S(=O)(=O)Nc3ccccc3C)cc2)cc1OC	-17%	-9%	-3.0	14%	-13%	15%	20%	4%	0
5	Cc1ccccc1-c1cc(C(=O)NCc2cccs2)nn1CC1CC(c2cccc([N+](=O)[O-])c2)=NO1 (stereo not drawn)	-14%	15%	-0.1	1%	-13%	-29%	-1%	-6%	0
6	COc1ccc(C2=NN(C(=O)CSc3nc4ncc(Cl)cc4[nH]3)C(c3ccco3)C2)cc1 (stereo not drawn)	-14%	i	-0.1	-1%	-16%	122%[activator]	?	3%	-30
7	COc1ccccc1CNc1nc(NC(C)C)nc2ccsc12	-6%	-1%	-0.8	?	-9%	?	3%	-9%	?
8	COc1ccccc1Oc1ccccc1C(=O)O	-6%	i	-0.3	3%	-11%	0%	3%	16%	-1
9	O=S(=O)(c1ccccc1)C1(S(=O)(=O)c2ccccc2)CCCC1	1%	-7%	3.7	4%	6%	1%	-4%	-3%	-2
10	O=C(NCCF)C1Nc2ccc(OC(F)(F)F)cc2C2C=CCC12 (stereo not drawn)	?	0%	2.4	5%	?	5%	-1%	-11%	-28
11	CCC(=O)N(Cc1ccc(C)cc1)Cc1cc2cc3c(cc2[nH]c1=O)OCO3	-7%	i	-2.5	3%	3%	0%	3%	-4%	.
12	O=[N+]([O-])c1ccc(N2CCN(c3ccc(Cl)nn3)CC2)cc1NC1CC1	-11%	i	3.2	-4%	2%	-2%	-6%	-2%	3

cpd	smiles	PLK1 PBD block	PTHR1 ag	IL2 activator	HEK293 tox	EPAC1 antag	GLP1R inv ag	GLP1R ag	EPAC1 ag	PI5P4Ka inh
13	COC(=O)c1ccc(COc2ccc3c4c(c(=O)oc3c2)CCC4)o1	-12%	-4%[57.5 µM]	1.8	9%	2%	35%[activator]	16%	5%	-5
14	CCN(CC)Cc1c(O)ccc2c(=O)c(-c3ccc(Cl)cc3)coc12	-11%	13%	0.1	1%	-8%	-1%	-7%	-4%	2
15	CCOc1ncccc1C(=O)NC(C)CCc1ccccc1 (stereo not drawn)	2%	i	-3.9	-2%	-1%	-1%	22%	5%	3
16	COc1ccc(C(=O)O/N=C(\C)c2cnccn2)cc1	-15%	-24%	-0.7	22%	13%	14%	8%	4%	2
17	CCC/C(O)=C1\C(=O)CC(c2ccccc2)CC1=NC(C)C(=O)O (stereo not drawn)	-6%	-23%	-2.5	-10%	-28%	-15%	0%	3%	-4
18	CC(=O)c1ccc(NC(=O)Cn2c3ccccc3c3nc(=O)cc(C)n32)cc1	-25%	-10%	0.5	1%	-21%	-15%	-1%	1%	-15
19	O=C(CCSCc1ccc(Cl)cc1)NCc1cccs1	2%	i	-0.5	-2%[0.307 µM]	-1%	-7%[0.307 µM]	-24%	-6%	-5
20	CCOc1ccc(/C=N/NC(=O)c2nnn(-c3nonc3N)c2CN2CCC(C)CC2)cc1	3%	i	3.1	-4%	-19%	9%	2%	5%	2
21	CCC(=O)c1ccc(OCC(O)CN2CCN(S(=O)(=O)N3CCCCC3)CC2)cc1 (stereo not drawn)	-1%	-11%	-2.8	-4%	7%	3%	9%	-3%	5
22	CCOc1cc(CNc2ncnc3nc[nH]c23)ccc1OC	-3%	-37%[inhibitor]	-2.6	3%	-3%	1%	4%	2%	-18
23	COc1ccc(OC)c(/C=N/NC(=O)c2[nH]nc3c2CCc2ccccc2-3)c1	-12%	-37%[inhibitor]	-2.0	-13%	-11%	-10%	-1%	5%	-51*
24	COc1ccc(C(=O)Nc2ccc(NC(=O)c3cc(OC)c(OC)c(OC)c3)cn2)cc1	0%	-11%	1.5	2%	17%	9%	8%	3%	2

Exported with values under each structure: 6 of the compounds above.
Fields – PLK1 PBD block	PTHR1 ag	IL2 activator	HEK293 tox	EPAC1 antag	GLP1R inv ag	GLP1R ag	EPAC1 ag	PI5P4Ka inh
[19] O=C(CCSCc1ccc(Cl)cc1)NCc1cccs1
    2%	i	-0.5	-2%[0.307 µM]	-1%	-7%[0.307 µM]	-24%	-6%	-5
[20] CCOc1ccc(/C=N/NC(=O)c2nnn(-c3nonc3N)c2CN2CCC(C)CC2)cc1
    3%	i	3.1	-4%	-19%	9%	2%	5%	2
[21] CCC(=O)c1ccc(OCC(O)CN2CCN(S(=O)(=O)N3CCCCC3)CC2)cc1 (stereo not drawn)
    -1%	-11%	-2.8	-4%	7%	3%	9%	-3%	5
[22] CCOc1cc(CNc2ncnc3nc[nH]c23)ccc1OC
    -3%	-37%[inhibitor]	-2.6	3%	-3%	1%	4%	2%	-18
[23] COc1ccc(OC)c(/C=N/NC(=O)c2[nH]nc3c2CCc2ccccc2-3)c1
    -12%	-37%[inhibitor]	-2.0	-13%	-11%	-10%	-1%	5%	-51*
[24] COc1ccc(C(=O)Nc2ccc(NC(=O)c3cc(OC)c(OC)c(OC)c3)cn2)cc1
    0%	-11%	1.5	2%	17%	9%	8%	3%	2

The results go on:
cpd	smiles	PLK1 PBD block	PTHR1 ag	IL2 activator	HEK293 tox	EPAC1 antag	GLP1R inv ag	GLP1R ag	EPAC1 ag	PI5P4Ka inh
25	O=c1oc(=S)oc2c1[C@H](c1ccc(Cl)cc1)O[C@H](C1CC1)C2	-6%	-7%	-0.6	2%	5%	-22%	-10%	8%	1
26	COc1ccc(C(=O)NC(C(=O)N2CCN(C/C=C/c3ccccc3)CC2)C(C)C)cc1 (stereo not drawn)	-3%	i	-2.1	3%	2%	-23%	-1%	-1%	-2
27	CN(CC(=O)Nc1ccccc1-c1ccccc1)Cc1ccccc1Cl	-2%	i	-2.4	-6%	-22%	?	23%	9%	18
28	CC1(C)Cc2c(sc(NC(=O)C(=O)N3CCCC3)c2C(=O)O)CO1	0%	i	2.8	3%	-12%	19%	-4%	13%	5
29	C/C(O)=C(\C#N)c1nc2ccccc2[nH]1	-7%	-2%[57.5 µM]	-0.8	-13%	13%	-10%	-10%	3%	-1
30	CN(C)CCOCCP(=O)(c1ccccc1)c1ccccc1	0%	-50%[inhibitor][57.5 µM]	-1.6	-8%	4%	3%	-13%	3%	.
31	CC(C)(C)N1CC2([N+](=O)[O-])CN(C(C)(C)C)CC([N+](=O)[O-])(C1)C2	0%	-11%	-3.1	-2%	-2%	1%	-4%	-7%	7
32	Cc1c(CN2CCC(C(=O)Nc3ccc(Oc4ccccc4)nc3)CC2)cnn1C	-2%	i	0.2	10%	13%	-5%	5%	-6%	-1
33	COC(=O)C1CN(C(=O)COc2ccc(Cl)cc2C)c2ccccc2O1 (stereo not drawn)	-4%	-18%	-3.7	-9%	-20%	?	-1%	7%	12
34	O=C(NNC(=S)Nc1ccc(Cl)cc1Cl)c1ccncc1	-11%	i	0.4	-12%	-4%	9%	1%	4%	-14
35	COc1ccc(CCNC(=O)CSc2nc(C)nc3sccc23)cc1OC	-3%	-5%	-2.5	-2%	-1%	33%	12%	-4%	1
36	O=C(Nc1nc2ccsc2c(=O)s1)c1ccco1	-20%	i	-3.0	9%	8%	7%	0%	-3%	0

cpd	smiles	PLK1 PBD block	PTHR1 ag	IL2 activator	HEK293 tox	EPAC1 antag	GLP1R inv ag	GLP1R ag	EPAC1 ag	PI5P4Ka inh
37	O=C(NCc1ccco1)c1nc2c(nnn2Cc2cccc(Cl)c2)c(=O)[nH]1	-7%	-1%[57.5 µM]	-2.8	0%	-2%	-20%	-1%	4%	.
38	CCn1c(SCc2nc(-c3cccs3)no2)nnc1-c1c[nH]c2ccccc12	-11%	-16%[57.5 µM]	0.4	?	5%	?	6%	8%	-15
39	O=C(CC(NC(=O)c1ccccc1)c1ccccc1)Nc1ccc(F)c(F)c1 (stereo not drawn)	2%	-16%	-6.2	-12%	-3%	?	9%	-12%	1
40	COc1ccc(CCNC(=S)N2CCN(S(=O)(=O)c3cccc(F)c3)CC2)cc1	-19%	i	1.5	2%	3%	11%	-10%	-8%	2
41	COc1ccc(N2CCN(C(=O)COC(=O)Cc3cccc(OC)c3)CC2)cc1	-8%	-12%	-1.8	-3%	-6%	-20%	0%	3%	1
42	Cc1ccc(-c2ccccc2NC(=O)CS(=O)CC(=O)Nc2ccc(C)c(Cl)c2)o1 (stereo not drawn)	19µM*	-20%	1.9	?	-16%	?	-4%	12%	0

An excerpt; rates above refer to the full screens.
